TRPC4 act = opens the mouse TRPC4 cation channel; HEK293 TRPC4beta/mu-opioid, Fluo4 calcium fluorescence; hits give high values; B-score at 10 µM; 0.49% of 310,000 active;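 active = B-score above 5 SD of library B-scores, and initial fluorescence ratio not above library mean plus 5 SD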;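 note: positive B-score marks a calcium rise read as TRPC4 activation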
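Test system: HEK293 cells stably co-expressing mouse TRPC4beta and mu-opioid receptor | Schedule: Fluo4 dye loading 45 min at room temperature, 110 s recording | Measured by: Kinetic Fluo4 calcium fluorescence, 5 s baseline at 1 Hz | Evaluation: B score of integrated ratio | Controls: Buffer (low) and maximal DAMGO (high)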
IEC-6 tox = IEC-6 cytotoxicity, counter-screen for KLF5 inhibitors; luminescence viability; inhibition, % at 5 µM; 0.78% of 290,000 active; in the data active = inhibition above about 22%;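 note: 0% = plate median of test compound wells and 100% = cytotoxic reference compound wells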
SKKanGAS inh = inhibitors of SKKanGAS S. pyogenes growth in kanamycin (SK-promoter or general growth effect); BacTiter-Glo, 6 h; inhibition, % at 7.5 µM; 1.3% of 300,000 active; AID 1662;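 active = mean replicate score, as percent of positive control median, at least 50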;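 note: strain carries kanamycin resistance gene driven by streptokinase promoter and grows in 40 µg/ml kanamycin; loss of luminescence reflects streptokinase promoter inhibition or plain growth inhibition; 0% = median of DMSO wells and 100% = positive control at its reference dose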
HIF act = HIF pathway transcriptional activation; U2OS HRE-luciferase reporter, luminescence; normalized: DMSO 0%, desferrioxamine 100%; activation, % at 7.5 µM (by protocol); 0.32% of 300,000 active; AID 1910;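 active = mean activation of at least 10% of the iron chelator positive control signal, with at least half of replicates also reaching 10%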
MrgX1 antag = human MrgX1 receptor antagonism, primary screen; Q96LB2; MRGX1-HEK293 calcium flux, Fluo-4, BAM8-22 antagonism; hits give low values; B-score at 10 µM; 1.3% of 310,000 active; AID 588676;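 active = calcium-response B-score plate-corrected more than 3 library SD below zero, starting fluorescence within 5 deviations, no agonist response on first addition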;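 note: peak minus trough fluorescence over baseline after final BAM8-22 challenge near maximal dose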
TRPC4 inh = blocks the mouse TRPC4 cation channel | B-score at 10 µM | 0.39% of 300,000 active | HEK293 TRPC4beta/mu-opioid, DAMGO-evoked Fluo4 calcium flux; hits give low values | Q9QUQ5 | AID 2247;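 active = B-score over 3 SD under the library average, no early fluorescence shift, positive overall ratio signal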
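Assay system – HEK293 line stably carrying TRPC4beta and mu-opioid receptor · Doses – single dose · Detection – Fluo4 calcium-dye fluorescence, kinetic read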
aSyn UTR inh = MLPCN primary screen, SNCA 5' untranslated region; inhibition, % (tested at 7.5 µM); AID 1813; alpha-synuclein 5'UTR reporter, inhibitor activity; 0.82% of 300,000 active; in the data active = inhibition above about 60%;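 note: H4 neuroglioblastoma cells stably carrying SNCA 5'UTR luciferase fusion; 0% = DMSO wells and 100% = positive control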
TRPC6 inh = inhibitors of mouse TRPC6 channel. HEK293-TRPC6, membrane potential dye, ACh-evoked depolarization; hits give low values. B-score at 10 µM. 1.1% of 310,000 active. Q61143;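 active = B-score under library mean minus 3 SD, initial fluorescence not abnormally high, positive integrated signal ratio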;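 note: B-score derived from integrated fluorescence ratio over the kinetic read; more negative B-score means stronger inhibition of depolarization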
Target sequence (Q61143 whole entry, looked up): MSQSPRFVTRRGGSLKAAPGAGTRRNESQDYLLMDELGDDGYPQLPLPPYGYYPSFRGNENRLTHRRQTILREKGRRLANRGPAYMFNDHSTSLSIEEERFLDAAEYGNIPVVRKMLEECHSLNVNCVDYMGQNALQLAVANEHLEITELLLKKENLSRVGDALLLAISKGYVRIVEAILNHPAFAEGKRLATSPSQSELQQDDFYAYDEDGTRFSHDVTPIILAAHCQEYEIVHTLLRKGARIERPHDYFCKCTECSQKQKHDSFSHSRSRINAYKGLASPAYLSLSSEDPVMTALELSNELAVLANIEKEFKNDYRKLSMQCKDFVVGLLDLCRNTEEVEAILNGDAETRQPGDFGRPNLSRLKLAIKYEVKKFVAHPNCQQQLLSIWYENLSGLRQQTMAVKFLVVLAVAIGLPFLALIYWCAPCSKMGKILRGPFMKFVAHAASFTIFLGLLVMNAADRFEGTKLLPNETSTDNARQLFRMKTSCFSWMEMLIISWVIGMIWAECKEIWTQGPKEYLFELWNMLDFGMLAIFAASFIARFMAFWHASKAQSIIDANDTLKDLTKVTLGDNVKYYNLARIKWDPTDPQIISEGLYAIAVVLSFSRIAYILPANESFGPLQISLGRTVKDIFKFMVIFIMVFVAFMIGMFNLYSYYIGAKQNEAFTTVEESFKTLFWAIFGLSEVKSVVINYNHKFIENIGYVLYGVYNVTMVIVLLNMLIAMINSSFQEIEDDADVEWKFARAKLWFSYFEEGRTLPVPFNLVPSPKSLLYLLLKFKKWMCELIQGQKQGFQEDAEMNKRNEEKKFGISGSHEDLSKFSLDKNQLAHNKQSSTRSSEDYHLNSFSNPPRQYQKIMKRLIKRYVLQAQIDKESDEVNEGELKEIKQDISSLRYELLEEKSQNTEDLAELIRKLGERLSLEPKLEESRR
KLF5 inhibitor = kruppel-like factor 5 inhibition; DLD-1 KLF5 promoter-luciferase reporter, luminescence; inhibition, % at 5 µM; 0.23% of 290,000 active;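 active = inhibition above a per-plate limit of that plate's mean compound inhibition plus 3 SD, cut at about 60% in these data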;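 note: 0% = DMSO wells and 100% = LY294002 at 200 µM; higher means less KLF5 promoter-driven luciferase light; inactives centre near -14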
TRPC4 PAM = allosterically enhances the mouse TRPC4 cation channel; Q9QUQ5; HEK293 TRPC4beta/mu-opioid, DAMGO EC20, Fluo-4 Ca2+ flux; hits give high values; B-score at 10 µM; 0.42% of 310,000 active; AID 2227;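 active = B-score of calcium response area above 5 SD of library B-scores, with initial fluorescence ratio within 5 SD of library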;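 note: B-score of integrated fluorescence ratio over time as area under calcium response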
TRPC6 act = activators of mouse TRPC6 channel; B-score at 10 µM; 0.13% of 310,000 active; HEK293-TRPC6 membrane potential dye fluorescence; hits give high values;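 active = B-score of the integrated fluorescence ratio above library mean plus 3 SD, and starting fluorescence ratio within library mean plus 5 SD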;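 note: higher score means more depolarization so channel activation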
Active calls of the source: *; i = inactive; nt = not tested or not shown.

SMILES | TRPC4 act | IEC-6 tox | SKKanGAS inh | HIF act | MrgX1 antag | TRPC4 inh | aSyn UTR inh | TRPC6 inh | KLF5 inhibitor | TRPC4 PAM | TRPC6 act
Cc1ccc(NS(=O)(=O)c2ccc3c(c2)NC(=O)CCS3)c(Br)c1 | i | 7 | 0 | 0.3 | i | i | 28 | i | -14 | i | i
NS(=O)(=O)c1ccc(NC(=S)NC2CCCCC2)cc1 | i | 7 | 0 | nt | i | i | nt | i | -12 | i | i
Cc1ccccc1OCCN1C(=O)c2ccccc2C1=O | i | -7 | 0 | 1.8 | i | i | -93 | i | -53 | i | i
CCn1cc(S(=O)(=O)N2CCN(Cc3ccc(F)cc3)CC2)cn1 | i | 0 | -5 | -0.9 | i | i | 21 | i | -13 | i | i
CC(C)CNc1nc(=S)nc(N(C)C)[nH]1 | i | -1 | -1 | -0.9 | i | i | 6 | i | -7 | i | i
C#CC(C)(CC)NC(=O)c1cc2cccc(CC=C)c2oc1=O (stereo not drawn) | i | 0 | -1 | -0.3 | i | i | -24 | i | -16 | i | i
CC(C(=O)Nc1ccc(Cl)cc1)N1C(=O)NC2(CCCC2)C1=O (stereo not drawn) | i | 4 | -3 | 0.0 | i | i | 2 | i | -17 | i | i
O=C(Nc1sc2c(c1C(=O)NCCO)CCCC2)c1ccco1 | i | 7 | 0 | 0.4 | i | i | 3 | i | -22 | i | i

Full records as entered above. Values in the order: TRPC4 act | IEC-6 tox | SKKanGAS inh | HIF act | MrgX1 antag | TRPC4 inh | aSyn UTR inh | TRPC6 inh | KLF5 inhibitor | TRPC4 PAM | TRPC6 act
Record of Cc1ccc(NS(=O)(=O)c2ccc3c(c2)NC(=O)CCS3)c(Br)c1 = i | 7 | 0 | 0.3 | i | i | 28 | i | -14 | i | i
Record of Cc1ccccc1OCCN1C(=O)c2ccccc2C1=O = i | -7 | 0 | 1.8 | i | i | -93 | i | -53 | i | i
Record of O=C(Nc1sc2c(c1C(=O)NCCO)CCCC2)c1ccco1 = i | 7 | 0 | 0.4 | i | i | 3 | i | -22 | i | i
Record of CC(C)CNc1nc(=S)nc(N(C)C)[nH]1 = i | -1 | -1 | -0.9 | i | i | 6 | i | -7 | i | i

Other structures:
SMILES | TRPC4 act | IEC-6 tox | SKKanGAS inh | HIF act | MrgX1 antag | TRPC4 inh | aSyn UTR inh | TRPC6 inh | KLF5 inhibitor | TRPC4 PAM | TRPC6 act
COC(=O)c1ccc(CO/N=C/c2cccc([N+](=O)[O-])c2)cc1 | i | -1 | -1 | -0.5 | i | i | -3 | i | -33 | i | i
CCc1ccc(OCC(=O)N/N=C/c2cc([N+](=O)[O-])ccc2N2CCOCC2)cc1 | i | -3 | 14 | 0.7 | i | i | 23 | i | 15 | i | i
CC1CCCCC1NC(=O)c1cc(=O)[nH]c2ccccc12 (stereo not drawn) | i | nt | -4 | -0.5 | i | i | 30 | i | nt | i | i
Cc1cn2c(=O)c(C(=O)NCc3ccc4c(c3)OCO4)cnc2s1 | i | nt | -1 | 0.1 | i | i | -7 | i | nt | i | i
CC1=C(C(=O)OC(C)C)C(c2cccs2)NC(=O)N1 (stereo not drawn) | i | -1 | -4 | 0.3 | i | i | 13 | i | -6 | i | i
Cc1ccc(NC(=O)N2CCC(O)(c3ccc(Cl)cc3)CC2)cc1 | i | 3 | -1 | 0.5 | i | i | 9 | i | -36 | i | i
COc1ccc(N2CCN(C(=O)c3ccc(N4C(=O)NC5CC4(C)Oc4ccccc45)cc3)CC2)cc1 (stereo not drawn) | i | -7 | -2 | 0.8 | i | i | 4 | i | 4 | i | i
O=C(Cn1nnc2ccccc2c1=O)Nc1ccc2c(c1)CCC2 | i | 1 | 2 | 0.6 | i | i | -51 | i | -38 | i | i
OC1(c2ccc(Cl)c(Cl)c2)C[n+]2ccccc2N1Cc1ccccc1 (stereo not drawn) | i | 0 | 5 | -0.4 | i | i | 6 | i | -10 | i | i
O=C(NNS(=O)(=O)c1ccc(F)cc1)c1ccc2c(c1)OCO2 | i | 4 | -7 | 0.4 | i | i | 1 | i | -11 | i | i
CCCCn1c(=O)[nH]c(=O)c2c1nc(-c1ccc(C(F)(F)F)cc1)n2C | i | 3 | -4 | 0.0 | i | i | 3 | i | 11 | i | i
O=S1(=O)CCN(C(CCO)c2cccc(C(F)(F)F)c2)CC1 (stereo not drawn) | i | 2 | -3 | -0.9 | i | i | 14 | i | -21 | i | i
Cc1nnc(SCC(=O)Nc2ccc3c(c2)COC3=O)n1-c1ccccc1 | i | -3 | -3 | 0.0 | i | i | 7 | i | -31 | i | i
CC(Sc1nc2ccccc2[nH]1)C(=O)Nc1ccccc1F (stereo not drawn) | i | 2 | -1 | -0.8 | i | i | 15 | i | -33 | i | i
O=C(NCc1ccccc1F)c1cccs1 | i | 0 | 1 | -0.3 | i | i | -6 | i | -13 | i | i
COc1ccc(-c2nc3c4ccccc4ccn3c2C=O)cc1 | i | 5 | -8 | 0.0 | i | i | -18 | i | -14 | i | i
Cc1cccc(-c2nsc(SCC(=O)NCc3ccc4c(c3)OCO4)n2)c1 | i | -5 | -20 | 0.1 | i | i | -18 | i | -3 | i | i
CC(=O)OCC1=C(C(=O)O)N2C(=O)C(NC(=O)CCn3nc(C(F)(F)F)c(Br)c3C3CC3)C2SC1 (stereo not drawn) | i | -4 | 110* | -0.9 | i | i | -25 | i | -30 | i | i
Cn1cnc([N+](=O)[O-])c1Sc1ncnc2nc[nH]c12 | i | 35* | 47 | 0.3 | i | i | 46 | i | -5 | i | i
CN1C(=O)[C@H]2[C@@H](/C=C/c3ccccc3)N3C(=O)CN(Cc4ccc(-c5ccccc5)cc4)C(=O)[C@@]3(Cc3ccccc3)[C@H]2C1=O | i | -8 | 13 | -0.6 | i | i | 6 | i | -17 | i | i
Cc1ccc(C)c(Cc2c(C)nc3c(C(=O)N4CCOCC4)cnn3c2C)c1 | i | -8 | 2 | 0.0 | i | i | 19 | i | -20 | i | i
Cc1ccc(NC(=S)NN(C)c2nc(C)cnc2C)cc1 | i | 5 | -1 | -0.3 | i | i | -16 | i | -1 | i | i
COc1ccc(C2/C=C\CN(C(=O)C3CC3)CC(=O)N2Cc2ccc(F)cc2)cc1 (stereo not drawn) | i | nt | 2 | 0.0 | i | i | 5 | i | nt | i | i
CCOc1cccc2c1OC1(C)CC2NC(=O)N1c1cccc(F)c1 (stereo not drawn) | i | 2 | -3 | 0.0 | i | i | -7 | i | -25 | i | i
COC(=O)CC1COc2ccccc2N1C(=O)c1cc(OC)c(OC)c(OC)c1 (stereo not drawn) | i | 1 | -1 | -0.5 | -5* | i | 4 | i | 4 | i | i
CC1Cn2c(nnc2-c2ccccc2O)S1 (stereo not drawn) | i | 1 | -3 | 0.1 | i | i | 21 | i | -56 | i | i
O=C(CN1CCOCC1)Nc1c(C(=O)C2CC2)oc2ccccc12 | i | -1 | -9 | -0.2 | i | i | 11 | i | -10 | i | i
CS(=O)(=O)Nc1ccc(C2=NN(C(=O)c3ccco3)C(c3ccc(F)cc3)C2)cc1 (stereo not drawn) | i | 3 | -12 | 0.3 | i | i | -9 | i | -28 | i | i
COc1ccc(OC)c(C2C(C(=O)Nc3nc4ccccc4s3)=C(C)NC3=C2C(=O)CCC3)c1 (stereo not drawn) | i | 8 | 8 | 0.0 | i | i | -26 | i | -4 | i | i
CCOC(=O)C(CN1CCCC1)c1ccccc1 (stereo not drawn) | i | nt | 0 | 0.3 | i | i | 5 | i | nt | i | i
Cc1nn(-c2ccccc2)c(C)c1C1C(C#N)=C(N)Oc2n[nH]c(C)c21 (stereo not drawn) | i | -3 | -4 | 2.0 | i | i | 7 | i | -8 | i | i
COc1ccc(-c2c(C)nn3c(N4CCC(C(=O)N5CCCCC5)CC4)cc(C)nc23)cc1OC | i | nt | 1 | -0.1 | i | i | -8 | i | nt | i | i
CCOC(=O)C1(CCc2ccccc2)CCN(C(=O)C(C)n2cncn2)CC1 (stereo not drawn) | i | -4 | -6 | 1.7 | i | i | 7 | i | 10 | i | i
CS(=O)(=O)N(CCC#N)Cc1ccc(C=O)o1 | i | 0 | -2 | -0.3 | i | i | 12 | i | -43 | i | i
COc1ccc(CNC(=O)Cn2nc(Cc3cccnc3)c3ccccc3c2=O)cc1 | i | -2 | -7 | -0.7 | i | i | -3 | i | -34 | i | i
Cc1cc(C)c(C(=O)COC(=O)c2cccnc2Cl)c(C)c1 | i | -7 | 1 | 1.1 | i | i | -13 | i | -5 | i | i
COc1cccc(-c2nc(NCCN3CCOCC3)c3ccccc3n2)c1O | i | 10 | 9 | -0.2 | i | i | -15 | i | -17 | i | i
Cc1nc(N2CCNCC2)c2c3c(sc2n1)CCCC3 | i | -7 | 0 | -0.4 | i | i | 4 | i | -16 | i | i
Cc1ccc(OCCCC(=O)N2CCOCC2)c(C)c1 | i | -4 | 2 | 2.5 | i | i | -75 | i | -40 | i | i
CC(=O)NC1=NC(=O)CS1 | i | -2 | 6 | -0.6 | i | i | 1 | i | -30 | i | i
COc1ccc(CCNC(=S)c2ccccc2)cc1OC | i | -1 | 2 | -25 | i | i | -3 | i | -7 | i | i
Cc1nnc(NC(=O)CC(C)c2ccccc2)s1 (stereo not drawn) | i | 0 | 0 | -0.2 | i | i | -5 | i | -10 | i | i
Cc1c(NC(=O)CSc2nnc(C(C)Oc3ccc(Cl)cc3)n2-c2ccccc2)c(=O)n(-c2ccccc2)n1C (stereo not drawn) | i | -1 | 0 | -0.4 | i | i | 11 | i | -32 | i | i
CCN(CC)c1nc(N)c2c(N)nc3c(c2c1C#N)CC(c1ccccc1)O3 (stereo not drawn) | i | 1 | -1 | 0.1 | i | i | 27 | i | -3 | i | i
CCN(CC)CC(=O)N1c2ccccc2Sc2ccc(Cl)cc21 | i | -3 | -5 | -0.9 | i | i | 18 | -8.2* | -10 | i | i
CCOc1cc2[nH]c(=O)n(CCCCC(=O)N3CCCCCC3)c(=O)c2cc1OCC | i | 1 | -7 | -0.5 | i | i | 21 | i | -30 | i | i
CCOc1ccc(C(=O)NCC(=O)NNC(=O)C2COc3ccccc3O2)cc1OCC (stereo not drawn) | i | nt | 17 | -1.0 | -5.4* | i | 11 | i | nt | i | i
O=C(NCCO)c1nc(NCCO)c2ccccc2n1 | i | 4 | 3 | 0.4 | i | i | -19 | i | -7 | i | i
CN(CCOC(=O)c1ccccc1)Cc1ccccc1 | i | 4 | 1 | -0.7 | i | i | -20 | i | -12 | i | i
O=C(c1ccc2ccccc2c1)C1CCCN(C(=O)c2cnccn2)C1 (stereo not drawn) | i | 1 | -5 | -0.4 | i | i | -7 | i | 11 | i | i
CC(OC(=O)CCN1C(=O)c2cccc([N+](=O)[O-])c2C1=O)C(=O)Nc1cc(Cl)cc(Cl)c1 (stereo not drawn) | i | 0 | 1 | -0.8 | i | i | 12 | i | -1 | i | i
CC(=O)CS(=O)(=O)c1ccc(Oc2ccc(S(=O)(=O)CC(C)=O)cc2)cc1 | i | 2 | 6 | -0.7 | i | i | -26 | i | -17 | i | i

Source: PubChem
